Compound activity as filed in PubChem BioAssay.
LMNA splice mod – qHTS Assay for Modulators of Lamin A Splicing. HeLa LMNA splicing GFP/RFP minigene ratio, 48 h. Potency, µM (series often up to 46.1 µM), for inactives: at the top dose ratio change, negative = inhibition, actives largely listed as inhibitors. actives 0.01% (n = 200,000); active = well fitted inhibition curve with a large enough effect in the signal ratio, with a control signal flat, not every such curve was filed as active; inconclusive = small, poorly fitted or top-dose-only effect, or effect the other way, or a change in a side signal; the % refers to the signal ratio; note: potency is the fitted concentration of half-maximal effect; % is set by controls: 0 for no effect and ±100 for the full control effect
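S3 HeLa cells stably expressing lamin A-EGFP splicing minigene plus DsRed2, 600 cells/well, 48 h compound exposure at 37C. Laser-scanning cytometry; analysed as GFP (500-530 nm)/RFP (575-640 nm) total intensity ratio; 0.5% DMSO vehicle.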
aGlu spleen mod – qHTS Assay for Inhibitors and Activators of Human alpha-Glucosidase From Spleen Homogenate | actives 0.006% (n = 240,000) | Lysosomal alpha-glucosidase (Homo sapiens), P10253 | Potency, µM (highest dose often 79.9 µM), inactives show at the top dose activity change, negative = inhibition, actives largely listed as inhibitors | human spleen homogenate, 4-MU-alpha-glucoside fluorescence;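 note: potency is the fitted concentration of half-maximal effect; 0% = enzyme with vehicle and -100% = no enzyme basal signal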
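Human spleen homogenate (1 ug) with 4-methylumbelliferyl-alpha-D-glucopyranoside (1 mM final) in 50 mM citrate/phosphate pH 5.0, 0.01% Tween-20; 40 min at 37 C. Stopped at pH 10; 4-MU fluorescence Ex 365/Em 440 nm; AC50 by Hill fit.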
GAA inhib – qHTS Assay for Inhibitors of Human alpha-Glucosidase as a Potential Chaperone Treatment of Pompe Disease; Lysosomal alpha-glucosidase (Homo sapiens), P10253; purified human GAA, 4-MU-alpha-glucoside fluorescence; Potency, µM (titrated, usually from 76.9 µM), for inactives: at the top dose activity change, negative = inhibition, usual class: inhibitors; actives 0.005% (n = 200,000);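 note: potency is the fitted concentration of half-maximal effect; plate controls were uninhibited enzyme wells for no effect and no-enzyme background for full effect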
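Human enzyme at 4 nM with 400 uM 4-methylumbelliferyl-alpha-D-pyranoside, citrate/phosphate buffer pH 5.0, 0.005% Tween-20, 20 min at room temperature. Compounds up to 77 uM. 4-MU fluorescence (Ex 365/Em 440) read after NaOH/glycine stop; AC50 from Hill fit.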
CBFb-RUNX1 inh – qHTS Assay for Compounds Blocking the Interaction Between CBF-beta and RUNX1 for the Treatment of Acute Myeloid Leukemia; Runt-related transcription factor 1 (Homo sapiens) + Core-binding factor subunit beta …; AlphaScreen CBFb-His/RUNX1-biotin binding, biochemical; Potency, µM (series often up to 59.8 µM), without a hit: top-dose activity, negative = inhibition, most hits filed as inhibitors; 230,000 tested, under 10 active; note: % of control where 0% means no effect
Target sequence (Q01196 whole entry, looked up): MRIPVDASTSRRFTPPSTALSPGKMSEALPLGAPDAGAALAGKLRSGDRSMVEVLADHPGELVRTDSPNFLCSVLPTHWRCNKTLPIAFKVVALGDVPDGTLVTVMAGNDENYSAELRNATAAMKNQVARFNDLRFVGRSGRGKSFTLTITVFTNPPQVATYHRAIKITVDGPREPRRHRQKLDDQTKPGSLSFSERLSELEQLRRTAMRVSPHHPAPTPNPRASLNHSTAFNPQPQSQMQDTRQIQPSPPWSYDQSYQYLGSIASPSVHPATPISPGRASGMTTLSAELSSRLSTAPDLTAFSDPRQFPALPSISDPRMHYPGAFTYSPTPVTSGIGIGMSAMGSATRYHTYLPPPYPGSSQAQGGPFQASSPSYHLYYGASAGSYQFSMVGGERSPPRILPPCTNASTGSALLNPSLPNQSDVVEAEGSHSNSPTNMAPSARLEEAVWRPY
Target sequence (Q13951 whole entry, looked up): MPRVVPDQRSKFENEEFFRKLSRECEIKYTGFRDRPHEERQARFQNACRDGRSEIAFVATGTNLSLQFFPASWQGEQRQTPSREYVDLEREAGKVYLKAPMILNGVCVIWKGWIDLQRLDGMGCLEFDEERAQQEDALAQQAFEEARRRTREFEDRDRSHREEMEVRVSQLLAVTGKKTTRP
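Read-out: AlphaScreen. Format: His-CBF-beta with biotinylated RUNX1 (30 nM each) preincubated 20 min, compound 15 min, Ni-chelate plus streptavidin beads 90 min; room temperature throughout.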
HTT aggregate – qHTS Multiplex Assay to Identify Dual Action Probes in a Cell Model of Huntington: Aggregate Formation (GFP); AID 1688, 2009; Potency, µM (series often up to 46.1 µM), inactives show at the highest dose activity change, negative = inhibition, most hits filed as inhibitors; actives 1.1% (n = 220,000); PC12 HttQ103-GFP aggregates, Acumen cytometry, 40 h; note: potency is the fitted concentration of half-maximal effect; % is set by controls: 0 for no effect and ±100 for the full control effect; nearly all actives have a fitted effect of over 60% in size
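Ecdysone-promoter PC12 model expressing HTT exon 1 Q103 fused to GFP, induced by tebufenozide at 100 nM final. Compounds titrated; aggregates sized 1–25 µm scored on a 488 nm laser cytometer.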
GAA glycogen – qHTS Assay for Inhibitors and Activators of Human alpha-Glucosidase Cleavage of Glycogen; AID 2100, 2009; Lysosomal alpha-glucosidase (Homo sapiens), P10253; actives 0.38% (n = 300,000); recombinant GAA, glycogen substrate, Amplex Red glucose oxidase fluorescence; Potency, µM (doses to about 76.4 µM), without a hit: at the top dose activity change, negative = inhibition, hits mostly inhibitors;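 note: potency is the fitted concentration of half-maximal effect; 0% = full enzyme reaction and -100% = no-enzyme basal signal; the screen sought inhibitors and activators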
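Recombinant human alpha-glucosidase (4 nM final) hydrolysed bovine liver glycogen (30 ug) for 40 min at 37 C in pH 5.0 citrate/phosphate with 0.01% Tween-20. Released glucose detected by glucose oxidase/Amplex Red, Ex 573/Em 610 nm. Compounds up to 77 uM; AC50 from Hill fits.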
HTT cytoprotect – qHTS Multiplex Assay to Identify Dual Action Probes in a Cell Model of Huntington: Cytoprotection (ATP); PC12 HTT-Q103 induced, cytoprotection, ATP luminescence, 40 h; Potency, µM (highest dose often 56.4 µM), for inactives: cytoprotection (ATP increase), hits mostly activators; actives 0.14% (n = 230,000); AID 1471, 2008;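 note: potency is the fitted concentration of half-maximal effect; % of control where 0% means no effect; nearly all actives have a fitted effect of over 45% in size; toxic huntingtin expression switched on by the ecdysone agonist tebufenozide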
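PC12 cells stably carrying ecdysone-inducible Htt exon 1 (Q103)–GFP were induced with 100 nM tebufenozide (final) alongside library compounds in a dose series. Cytoprotection was scored as retained ATP by ATPlite luminescence.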
Starred values were filed as active, the others as inactive; ? = inconclusive; . = not tested or not shown; [ ] = dose if it differs, or a comment. Unless noted, calls come from the whole dose curve; as a rule, active = well fitted curve in the direction sought with a large enough effect; inconclusive = small, poorly fitted or top-dose-only effect, or another doubt; inactive = no such curve, though single readings can be large; an effect the other way counts as inactive or inconclusive.

Structure	LMNA splice mod	aGlu spleen mod	GAA inhib	CBFb-RUNX1 inh	HTT aggregate	GAA glycogen	HTT cytoprotect
Cc1ccc(C2c3c(-c4ccccc4O)n[nH]c3C(=O)N2Cc2ccncc2)cc1 (centres undefined)	?	4%	-12%	-2%	10%	0%	5%[10 µM]
COc1ccccc1CN1CCNC(=O)C1CC(=O)O (centres undefined)	-5%[46 µM]	-13%	?	-12%	-10%[9.22 µM]	-9%	-8%[10 µM]
CCOC(=O)C(=Cc1ccc(-n2ccnc2)cc1)C(=O)OCC	.	3%	0%	-5%	19%	6%	-41%[inhibitor]
CC(C)c1ccc(/C=C/C2=NNC(=O)CC2)cc1	?	-7%	-5%	6%	-5%	5%	-98%[inhibitor]
CC1CCCCN1C(=O)CSc1nnc(Cc2ccccc2)n1C (centres undefined)	-3%	-3%	-6%	0%	-5%	-3%	4%[10 µM]
CNC(=O)c1nn(-c2ccc(Cl)cc2)ccc1=O	-4%	-2%	2%	8%	14%	3%	16%[10 µM]
O=C(O)c1ccc(NCc2ccncc2)cc1	15%	2%	-14%	3%	7%	-10%	-13%
Cc1nnc(SCC(=O)NC(=O)NC(C)(C)C)s1	8%[46 µM]	-4%	1%	7%	19%	-13%	4%
COc1ccc(CN2C3CCCC2CC(NC(=O)/C=C/c2ccccc2)C3)cc1 (centres undefined)	-27%[9.22 µM]	2%	3%	10%	7%	9%	-33%
COc1ccccc1CNC(=O)Cn1nnc(-c2ccncc2)n1	12%	3%	0%	3%	7%	-1%	-33%
COc1cccc(OCc2nnc(SCc3cc(=O)[nH]c4ccccc34)o2)c1	.	7%	8%	0%	-7%[9.22 µM]	-5%	-14%[10 µM]
CC(C)(C)n1nnnc1C(c1ccccc1F)N(Cc1ccco1)CC1CCCO1 (centres undefined)	?	0%	2%	10%	-11%	7%	3%
CCc1ccc2nc(NC(=O)CSCc3c(C)noc3C)sc2c1	-9%	-3%	0%	-16%	-17%	-6%	-6%[10 µM]
CCCCCCCN(C(=O)CCl)c1cccc(C)c1	-14%	-2%	2%	5%	-3%	9%	-18%[10 µM]
Cc1cnc(NC(=O)CSc2ncc(-c3ccccc3)n2Cc2ccco2)s1	?	-2%	-9%	?	11%	-3%	-20%
CC1CC(c2ccccc2)n2nc(NC(=O)c3cccs3)nc2N1 (centres undefined)	-9%	-2%	-2%	4%	-3%	2%	1%[0.074 µM]
O=C(O)CCn1cc(/C=N/O)c(-c2cccc([N+](=O)[O-])c2)n1	.	-1%	-2%	8%	7%	-21%	-3%
Cc1ccccc1OCC(O)Cn1c(=N)n(Cc2ccccc2)c2ccccc21 (centres undefined)	.	5%	.	2%	-9%[9.22 µM]	6%	-8%[10 µM]
OC1COC(OCC2OC(OCc3ccccc3)C(O)C(O)C2O)C(O)C1O (centres undefined)	.	-2%	.	-2%	-15%[9.22 µM]	?	4%[10 µM]
CCOc1ccc(Nc2ccnc3cc(Cl)ccc23)cc1	.	1%	.	0%	12%[9.22 µM]	1%	29%[10 µM]
CCOC(=O)c1nn(-c2ccc(F)cc2)c(-c2ccccc2)c1C(=O)c1ccccc1	-5%	12%	-11%	0%	-8%	-7%	27%
CN(Cc1cc2ccccc2[nH]c1=O)C(=O)COc1ccccc1	.	0%	.	2%	8%[9.22 µM]	-1%	-6%[10 µM]
CCOc1cc(S(=O)(=O)Nc2ccccc2CC)ccc1Cl	?	1%	6%	11%	?	-9%	12%
Cc1cc(OCC(=O)N2CCOCC2)c(C(C)C)cc1Cl	6%	9%	?	16%	-21%	5%	1%
Fc1ccccc1Nc1nc(NCc2ccco2)nc(N2CCOCC2)n1	-9%[46 µM]	1%	?	-2%	.	16%	.
C/C(=N\N=C(c1ccccc1)c1ccccc1)c1cccs1	8%	9%	-11%	-6%	9%	3%	3%
Cc1cccc(NC(=O)c2c(F)c(F)c(F)c(F)c2F)c1	14%	-4%	2%	8%	-10%	-4%	9%
CC(C)c1nc2c(c(=O)c3ccccc3n2C)c(=O)n1CCc1ccccc1	.	-1%	5%[15.4 µM]	0%	21%[9.22 µM]	6%	-9%[10 µM]
CNc1ccc(C(=O)c2ccccc2C(=O)O)cc1[N+](=O)[O-]	-1%[46 µM]	6%	-4%	5%	6%	2%	-55%[inhibitor]
Cc1nc(N2CCCCC2)nc(N2CCCCC2)c1C=O	.	.	-2%	-1%	-13%	1%	-31%[inhibitor]
O=C1CC(c2ccco2)Cc2nc(Nc3ccc(F)cc3)ncc21 (centres undefined)	-5%	-4%	-14%	6%	?	16%	-33%
CCCCCCC(C)n1[nH]c(=O)cc1N (centres undefined)	.	0%	.	9%	4%[9.22 µM]	-14%	-10%[10 µM]
CCN1CCN(C(=O)C2CCN(Cc3nc(-c4cccc(Cl)c4)oc3C)CC2)CC1	3%	-22%	?	-4%	-7%	5%	-21%
COCCCNC(=O)/C(C#N)=C/c1ccc(F)cc1	.	-4%	1%	17%	-1%	9%	-23%
CC(=O)OC[C@H]1O[C@H](C/C=N/OC[C@@H](O)[C@H]2O[C@@H]3OC(C)(C)O[C@@H]3[C@H]2O)C=C[C@@H]1OC(C)=O	-4%	-2%	4%	2%[2.36 µM]	-7%	3%	.
Cc1ccccc1OCc1nc2ccccc2c(=O)n1N	13%	0%	-3%	3%	1%	-9%	-33%
C/C=C/OC(=O)NC(c1ccccc1)[C@@]1(C(=O)OC)CCCC1=O (some centres undefined)	.	-3%[17.4 µM]	.	-1%[13.1 µM]	.	.	-12%[10 µM]
COc1cccc(-c2nc(COc3ccc(Cl)cc3Cl)no2)c1	28%[46 µM]	-4%	-6%	?	15%[9.22 µM]	-10%	8%[10 µM]
O=C(O)Cn1cc(/C=C2/NC(=O)N(c3ccc(Cl)cc3)C2=O)c2ccccc21	?	.	-9%	-5%	15%	?	13%
CC1(C)Cc2c(c(=S)nc(-c3ccccc3)n2CCOCCO)CO1	2%	-4%	-3%	1%	7%	4%	-9%
COC(=O)C(Nc1ccccc1Cl)(c1cc(C)c(O)c(C)c1)C(F)(F)F (centres undefined)	-1%	-6%	0%	6%	-11%	-19%	3%
O=C(Nc1ccccc1C(=O)NCC1CCCO1)c1ccc(Cl)cc1Cl (centres undefined)	12%	1%	-4%	-1%	3%	3%	-15%
COc1cc(/C=C/C(=O)Nc2ccc(N3CCCCC3)c(S(=O)(=O)Nc3ccccc3Cl)c2)cc(OC)c1OC	?	-5%	-9%	-7%	6%	0%	11%[10 µM]
O=C(NCCCN1CCOCC1)C(=O)N/N=C/c1ccccc1O	.	3%	.	?	-13%[9.22 µM]	4%	-6%[10 µM]
C=CCNc1cc(C(F)(F)F)nc(-c2ccccn2)n1	-12%	-4%	9%	-1%	-3%	12%	8%
CC(=O)SC(C[N+](=O)[O-])c1cn(C(C)=O)c2ccccc12 (centres undefined)	-1%	-14%	-2%	6%	?	-12%	-21%
Cc1c(N=Cc2cc3c(cc2Cl)OCO3)c(=O)n(-c2ccccc2)n1C	-8%	3%	-8%	-4%	0%	?	-5%
COc1ccc(-c2[nH]ncc2/C=N/NC(=O)c2ccc(Br)cc2)c(OC)c1	-14%	4%	4%	-3%	-8%	7%	9%[10 µM]

Three records drawn at random from those above, as already listed:
Structure	LMNA splice mod	aGlu spleen mod	GAA inhib	CBFb-RUNX1 inh	HTT aggregate	GAA glycogen	HTT cytoprotect
CC(=O)SC(C[N+](=O)[O-])c1cn(C(C)=O)c2ccccc12 (centres undefined)	-1%	-14%	-2%	6%	?	-12%	-21%
COC(=O)C(Nc1ccccc1Cl)(c1cc(C)c(O)c(C)c1)C(F)(F)F (centres undefined)	-1%	-6%	0%	6%	-11%	-19%	3%
CC1(C)Cc2c(c(=S)nc(-c3ccccc3)n2CCOCCO)CO1	2%	-4%	-3%	1%	7%	4%	-9%

(continued)
Structure	LMNA splice mod	aGlu spleen mod	GAA inhib	CBFb-RUNX1 inh	HTT aggregate	GAA glycogen	HTT cytoprotect
C=C(C)C(=O)c1cccs1	.	-6%	.	?	.	.	-1%
CCCCN(CC)C(=O)Cc1ccccc1OC	12%	6%	-1%	1%	-11%	-5%	21%
CC(C)COC(=O)c1ccc(NC(=O)C2C3C=CC(C3)C2C(=O)O)cc1 (centres undefined)	7%	-8%	-6%	-1%	-22%	-1%	-5%[10 µM]
CC(=O)NC(=S)Nc1cc(C(=O)O)ccc1Cl	.	8%	4%	14%	0%	5%	23%
Cc1c(Br)c([N+](=O)[O-])nn1C(C)C(=O)Nc1ccc2c(c1)OCO2 (centres undefined)	0%	10%	0%	-1%	-10%	-9%	-7%
Cc1ccc(C(=O)OCC(=O)Nc2ccccc2N2CCOCC2)cc1	-7%	8%	-2%	10%	-8%	2%	-2%[1.9 µM]
Cc1onc(-c2c(Cl)cccc2Cl)c1C(=O)c1ccc(F)cc1	.	3%	.	21%	18%[9.22 µM]	4%	14%[10 µM]
O=C(Cc1csc(-c2ccccc2)n1)NCc1ccco1	-6%[46 µM]	-11%	-4%	4%	26%	3%	26%[10 µM]
Cc1ccc(C(=O)OCC(=O)c2cc(C)n(CC3CCCO3)c2C)cc1 (centres undefined)	-13%[46 µM]	1%	6%	-18%	9%[9.22 µM]	-3%	-33%[inhibitor]
O=C(c1ccccc1)c1ccc(C(=O)N2CCOCC2)cc1	2%	-1%	-8%	3%	-2%	8%	-9%[10 µM]
